# Screening results: PubChem BioAssay, The Scripps Research Institute Molecular Screening Center
# SIAE primary – human SIAE inhibition, primary screen; inhibition, % at 9.66 µM; 370,000 tested, 0.69% active; Q9HAT2; SIAE FP-Rh probe binding, fluorescence polarization; AID 1053197;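 active means inhibition above a cutoff: mean of compounds within the control limits plus 3 SD of those, cut at about 17% in these data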;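 further: 0% = plate median of compound wells and 100% = probe without SIAE protein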
# Target sequence (Q9HAT2 whole entry, looked up): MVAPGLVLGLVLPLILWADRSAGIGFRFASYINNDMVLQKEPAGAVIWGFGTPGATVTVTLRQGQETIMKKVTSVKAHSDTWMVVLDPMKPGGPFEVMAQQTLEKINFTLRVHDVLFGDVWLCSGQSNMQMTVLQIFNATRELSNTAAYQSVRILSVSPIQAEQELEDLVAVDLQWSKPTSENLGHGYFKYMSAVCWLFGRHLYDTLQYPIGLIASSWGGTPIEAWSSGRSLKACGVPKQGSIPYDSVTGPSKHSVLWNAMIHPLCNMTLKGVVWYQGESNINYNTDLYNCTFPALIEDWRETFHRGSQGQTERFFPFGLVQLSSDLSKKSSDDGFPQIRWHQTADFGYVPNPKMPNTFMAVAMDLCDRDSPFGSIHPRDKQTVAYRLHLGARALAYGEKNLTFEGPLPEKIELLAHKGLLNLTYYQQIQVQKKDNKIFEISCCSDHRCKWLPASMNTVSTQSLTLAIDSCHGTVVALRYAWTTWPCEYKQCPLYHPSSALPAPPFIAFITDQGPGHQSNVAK
# TDP2 inh – TDP2 (human) inhibition, absorbance primary screen | 370,000 tested, 0.34% active | O95551 | AID 720702 | recombinant TDP2, T5PNP hydrolysis, p-nitrophenol absorbance 415 nm | inhibition, % at 12.8 µM;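 active means inhibition above the mean of all tested compounds plus 3 SD, set per campaign, cut at about 25% in these data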;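 further: 0% = DMSO with enzyme and 100% = buffer with substrate but no TDP2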
# Target sequence (O95551 whole entry, looked up): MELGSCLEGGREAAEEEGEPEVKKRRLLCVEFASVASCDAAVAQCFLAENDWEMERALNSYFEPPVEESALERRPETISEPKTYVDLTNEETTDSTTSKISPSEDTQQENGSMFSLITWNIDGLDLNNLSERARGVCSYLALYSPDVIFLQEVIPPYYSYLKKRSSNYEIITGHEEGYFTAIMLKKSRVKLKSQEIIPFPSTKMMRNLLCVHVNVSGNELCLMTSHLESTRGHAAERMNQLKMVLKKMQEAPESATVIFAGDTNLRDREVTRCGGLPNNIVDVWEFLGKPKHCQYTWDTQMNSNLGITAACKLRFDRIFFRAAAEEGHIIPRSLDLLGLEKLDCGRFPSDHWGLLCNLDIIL
#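 test system = human TDP2 enzyme | input = TDP2 enzyme at 120 nM final | medium = 50 mM Tris-HCl pH 7.5 with Mg2+, KCl, DTT, BSA | also added = T5PNP substrate, 5 mM | times = 2 h at 37 °C | technique = epi absorbance | benchmarks = high control without enzyme, low control DMSO plus TDP2 | replication = each compound tested once, singlicate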
# TCR-CD3 inh – human TCR-CD3 binding inhibition. AID 651800. inhibition, % at 9.4 µM. 360,000 tested, 0.37% active. TAMRA-labeled TCR probe fluorescence, biochemical; in the data active means inhibition above about 19%;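 further: recombinant mutant TCR 2C K166C tagged with TAMRA read by polarization; 0% = receptor in buffer alone and 100% = receptor with positive control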
# PG9 Ab binder – binds the HIV-1 gp120 antibody PG9 | TR-FRET gp120-PG9 antibody binding | inhibition, % at 6.7 µM | 360,000 tested, 0.43% active | AID 624416; in the data active means inhibition above about 8.5%
# HTRA1 inhibitor – HTRA1 (human) protease inhibition; inhibition, % at 5.96 µM; recombinant HTRA1, FP-rhodamine activity-based probe, fluorescence polarization; Q92743; 340,000 tested, 0.5% active; in the data active means inhibition above about 36%;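 further: 0% = enzyme with DMSO and 100% = wells lacking enzyme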
# LEDGF integ inh – blocks HIV-1 LEDGF/p75-dependent DNA integration; TR-FRET IN-LEDGF/p75 DNA integration, Eu/Cy5; inhibition, % at 3.7 µM; 370,000 tested, 0.64% active; AID 743269;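 active means inhibition above the screen-wide mean plus 3 SD, cut at about 13% in these data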;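 further: signal is the Cy5 over europium emission ratio at 671 and 618 nm; 0% = plate median of compound wells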
# ABHD4 inh – inhibits mouse alpha/beta hydrolase domain 4; Q8VD66; purified mABHD4, FP-Rh probe fluorescence polarization; inhibition, % at 8.92 µM; 370,000 tested, 0.54% active;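 active means inhibition exceeding the mean over every tested compound plus 3 SD, cut at about 30% in these data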;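 further: 0% = plate median of compound wells and 100% = S159A mutant with DMSO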
#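 System: mouse ABHD4 enzyme, wild type / Medium: HEPES pH 7.0, NaCl, Pluronic buffer / Reagent: FP-Rh activity-based fluorescent probe / Control set: S159A mutant high control, sample median low control / Detection: fluorescence polarization with parallel and perpendicular emission, 525/598 nm / Schedule: 45 min + 60 min at 25 °C / Compound dosing: 8.92 µM, single dose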
# Tn7 DDE FP – disrupts Tn7 cyclic peptide binding to fibrin D-Dimer-E complex. P02675. FP displacement of FITC-Tn7 peptide from fibrin DD(E); 0% = median of compound wells per plate. inhibition, % at 8.3 µM. 370,000 tested, 0.13% active;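 active means inhibition above the mean of compounds falling within the control limits plus 3 SD of them, cut at about 14% in these data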;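 further: 0% = plate median of compound wells and 100% = 10 µM Aha-Tn7 peptide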
#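 assay system = human clot-derived fibrin DD(E) complex | quantity = Fibrin-DD(E) at 2 µM final | timing = 10 min preincubation, 3 h with tracer, room temperature | signal = fluorescence polarization | measure = percent inhibition | benchmarks = high control wells with 10 µM unlabelled Aha-Tn7 peptide (full inhibition) | replicates = singlicate testing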
# PRMT1 inh – PRMT1 (human) inhibition, primary screen; Q99873; 370,000 tested, 1.3% active; inhibition, % at 2.79 µM; recombinant PRMT1, activity-based probe fluorescence polarization;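 active means inhibition above about 21% made by adding two undisclosed values, limit read from the data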
# UHRF1 MBD2 ctr – human UHRF1 methylated DNA binding inhibitors; UHRF1 binding to methylated oligo, TR-FRET; inhibition, % at 4.4 µM; 370,000 tested, 0.75% active; AID 687016; in the data active means inhibition above about 21%;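 further: UHRF1 SRA domain binding a hemimethylated CpG hairpin DNA probe; 0% = median of test compound wells and 100% = reference inhibitor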
# * = called active by the depositor; nt = no result given.
# Values run as follows: Tn7 DDE FP	TCR-CD3 inh	HTRA1 inhibitor	SIAE primary	TDP2 inh	PRMT1 inh	ABHD4 inh	UHRF1 MBD2 ctr	PG9 Ab binder	LEDGF integ inh
CNC(=O)CSc1nnc(-c2cccc(S(=O)(=O)N3CCOCC3)c2)n1-c1ccc(F)cc1
 : 0.0	-2.6	1.9	-1.4	0.3	-2.7	-1.4	-0.5	0.2	-0.3
S=c1nc(-c2sccc2OCc2ccc(Cl)cc2Cl)[nH][nH]1
 : 6.1	-0.4	3.3	16.6	-5.5	24.7*	2.5	-1.4	-2.1	-3.0
O=c1ccn(Cc2ccccc2Cl)cc1
 : 1.0	0.1	-3.7	-4.4	-4.7	-3.0	1.9	2.8	-0.3	2.8
CCCc1cc(=O)[nH]c(SCC(=O)N2CCCCCC2)n1
 : 1.3	-10.1	7.2	1.9	-2.6	1.9	2.0	0.5	-1.4	-7.7
O=c1[nH]c(NCCO)nc2c1C1(CCCC1)Cc1ccccc1-2
 : 0.8	-1.4	-9.6	3.1	5.0	2.4	-6.8	0.9	2.2	6.5
Cc1ccc(-n2c(=O)c3sccc3n(Cc3cc(=O)n4cc(Cl)ccc4n3)c2=O)cc1F
 : -3.2	5.8	4.2	6.0	-2.1	-3.2	0.6	-0.3	0.3	-0.2
O=C(Nc1cccc(C(=O)N2CCOCC2)c1)c1ccc([N+](=O)[O-])cc1
 : -1.3	14.0	4.8	-12.3	-5.5	-2.1	0.3	-0.9	-2.1	-2.2
C#CCN1Cc2ccccc2Oc2cc(Br)ccc2S1(=O)=O
 : 2.5	-6.7	-9.5	-0.6	-0.5	0.8	-13.1	-0.2	1.3	-1.2
CSc1ncccc1C(=O)N1CCN(S(=O)(=O)c2ccc3ccccc3c2)CC1
 : 7.1	-3.5	-2.0	-0.3	9.2	2.1	-6.3	-0.4	0.3	-2.5
S=c1[nH]nc(-c2ccc(Cl)cc2)n1-c1cccnc1
 : 3.6	4.2	4.2	5.8	8.8	-2.9	4.7	12.1	-0.1	4.0
C=CCN(Cc1ccc2c(c1)OCO2)C(C#Cc1ccccc1)c1ccccc1C(F)(F)F (centres undefined)
 : -1.3	nt	nt	6.4	2.3	-2.9	-4.0	1.0	nt	0.7
COc1ccc(C2CC(c3ccccc3)=NN2C(=O)COC(=O)c2cccnc2)cc1 (centres undefined)
 : 0.3	0.3	-4.3	1.5	-8.8	-1.0	-8.6	-0.2	0.1	-3.1
CCOc1ncccc1C(=O)OCC(=O)NCc1cccs1
 : 2.6	4.4	3.7	9.8	2.1	-0.4	0.4	2.8	-0.6	0.7
COc1cc(NC(=O)COC(=O)CNC(=O)C2CCCCC2)cc(OC)c1
 : -2.1	-7.1	4.6	-2.4	-9.2	0.4	-2.3	-0.5	-1.0	1.9
COc1ccc(-c2csc(N(CC3CCCO3)C(=O)c3cccs3)n2)cc1 (centres undefined)
 : 9.4	-2.3	-32.5	-2.3	1.3	1.8	-11.5	1.1	0.8	-3.2

# Values run as follows: Tn7 DDE FP	TCR-CD3 inh	HTRA1 inhibitor	SIAE primary	TDP2 inh	PRMT1 inh	ABHD4 inh	UHRF1 MBD2 ctr	PG9 Ab binder	LEDGF integ inh
O=C(CN1CCC(n2nnc3cc(C(F)(F)F)ccc32)CC1)NCc1cccs1
 : -2.7	7.3	-1.1	6.1	3.4	-2.9	-2.2	-0.1	-2.0	-0.5
COc1ccccc1-c1cc(-c2ccccc2)nc(=O)[nH]1
 : 3.1	5.5	4.1	7.0	9.5	2.2	0.8	0.8	-0.4	-4.7
COC(=O)/C=C1\OC(c2ccccc2)c2ccccc21 (centres undefined)
 : -2.4	-1.9	nt	-4.3	-14.2	1.4	-0.7	0.6	-0.3	4.5
COc1cc(C(=O)Nc2ccc(S(=O)(=O)Nc3cc(C)on3)cc2)cc(OC)c1OC
 : -7.2	-1.1	2.9	1.1	1.3	-2.8	-1.1	-0.5	-1.9	-0.9
Cc1nnc(SCC(=O)NNC(=O)c2ccccc2)n1Cc1ccccc1
 : -5.4	-0.2	3.0	-6.3	-3.1	-7.8	-0.3	0.5	-1.1	2.9
O=C(O)c1ccc2c3c(cccc13)C(=O)N(c1ccccc1)C2=O
 : 0.8	9.9	0.6	1.7	11.2	0.3	5.1	14.8	0.8	5.0
CC(C)c1nc(Cl)c(C#N)c2c1CCCC2
 : -4.7	-5.9	-9.3	-4.3	-18.1	-1.4	-12.7	1.5	-2.3	1.1
OC(CCN1CCOCC1)(c1ccc(Cl)cc1)C1CCCCC1 (centres undefined)
 : 0.6	-6.2	0.5	-3.0	-1.8	-0.1	1.1	4.9	-0.8	-1.9
Cc1csc(C(=O)O)c1NC(=O)c1c(Cl)cccc1Cl
 : -1.2	2.7	-3.9	-2.3	-1.9	6.8	-1.6	0.1	-1.3	5.8
Cc1nn2c(N)c(C#N)cnc2c1-c1ccccc1
 : 10.1	-0.1	-0.4	-0.6	0.7	3.1	-7.4	1.6	-1.0	-2.2
CCOC(=O)c1cc(C#N)c(Oc2ccc(F)cc2)nc1-c1ccccc1
 : -3.1	4.3	-20.4	-3.4	4.9	-0.5	-7.2	-1.1	-2.0	-1.4
Cc1ccc2c(c1)COc1c3ccc(C(=O)N[C@@H](CO)C(C)C)cc3nn1-2
 : 2.0	8.6	-5.3	-1.8	-0.6	-1.2	-3.2	-6.4	-1.7	-3.3
O=C(NCc1ccncc1)[C@@H]1CCCN1C(=O)[C@H]1CCCN1C(=O)c1cccc(Cl)c1
 : -8.2	-4.8	nt	4.9	16.3	3.8	5.9	0.5	0.6	3.5
CC(CNC(=O)COC(=O)c1ccco1)c1ccccc1 (centres undefined)
 : -8.7	10.6	3.1	-5.2	2.4	1.3	2.4	2.5	-2.0	0.2
CCOc1ccc(-c2ccc(SC)nn2)cc1
 : -5.1	-7.2	-8.8	-3.2	-12.2	6.2	-10.2	1.3	1.5	-0.5

# Values run as follows: Tn7 DDE FP	TCR-CD3 inh	HTRA1 inhibitor	SIAE primary	TDP2 inh	PRMT1 inh	ABHD4 inh	UHRF1 MBD2 ctr	PG9 Ab binder	LEDGF integ inh
O=c1[nH]c(N2CCOCC2)cc2ccccc12
 : 1.6	-0.6	7.1	-1.7	14.2	0.8	-1.4	-10.3	-0.6	-0.4
Cc1cc(NC(=O)c2cc(C3CC3)on2)no1
 : 6.6	-5.7	-9.7	-3.3	0.2	2.7	4.4	0.7	-0.2	-3.1
COC(=O)C1=C(C(=O)OC)[C@@H]2N(C)c3ccccc3[C@@]23C[C@@H](C(=O)OC)N=C3N1
 : 5.8	2.2	-5.7	1.5	15.2	-0.4	-2.9	-3.9	-1.3	2.4
C=CCC[C@H](Cc1ccc(F)cc1)C(=O)OC[C@@H](Cc1c[nH]c2ccccc12)NC(=O)[C@@H](CC=C)CC(=O)N[C@@H](CO)Cc1ccccc1
 : -1.5	3.4	-22.7	-4.7	-19.6	2.5	-24.6	4.6	-2.1	-1.3
Cc1cc(NC(=O)Nc2ccc(Cl)cc2)n(-c2ccccc2)n1
 : -7.7	1.3	-3.9	2.5	5.7	-4.4	-1.1	-3.5	-1.1	-2.5
O=C1Nc2ccccc2O/C1=C\c1ccccc1Br
 : -6.8	2.9	-10.1	-1.6	-3.3	-1.4	-0.7	-0.2	-1.1	3.6
O=C1c2ccccc2CN1CCSC(=S)N1CCOCC1
 : -0.6	-7.6	-1.2	-4.2	-4.0	0.8	-9.4	5.0	2.1	1.4
COc1ccc(-n2c(COc3ccc(Cl)cc3)nnc2SCc2nc3ccccc3[nH]2)cc1
 : -10.4	nt	nt	4.4	-3.7	-5.4	-2.5	-0.4	nt	2.6
O=S(=O)(c1ccc(S(=O)(=O)N(Cc2ccc(F)cc2)C2CCCC2)cc1)N1CCCC1
 : 1.5	6.4	6.3	2.4	5.9	-0.7	5.9	-1.7	1.1	-3.0
CCOc1ccc(NC(=O)COc2ccc(S(=O)(=O)N3CCOCC3)cc2)cc1
 : -1.6	4.0	0.4	-7.1	-10.3	-0.1	1.7	-0.3	0.9	-3.0
Cc1nc(-c2ccc(-c3ccon3)s2)no1
 : 0.4	4.2	-1.6	-8.9	8.4	1.1	-2.8	-2.3	-0.3	-1.6
CC(NC(=O)c1c(Cl)cnn1C)C1CCCO1 (centres undefined)
 : 9.2	0.8	6.3	-0.6	15.0	-2.3	-1.2	-2.7	1.3	-2.3
O=c1nc(SCc2ccccc2Cl)nc(-c2ccc(Cl)cc2)[nH]1
 : 0.7	1.4	1.5	0.1	-4.7	-1.7	-4.7	-1.1	1.5	-0.9
CC1CCN(CC(=O)Nc2ccccc2C(=O)c2ccccc2)CC1
 : 2.5	3.8	-0.6	-2.1	10.8	-1.9	-3.7	-2.2	-1.4	0.4
O=C(Nc1nnc(SCc2ccccc2)s1)c1ccco1
 : -0.8	1.8	-6.7	-8.9	0.9	-2.5	3.4	-1.0	-0.1	1.6

# Values run as follows: Tn7 DDE FP	TCR-CD3 inh	HTRA1 inhibitor	SIAE primary	TDP2 inh	PRMT1 inh	ABHD4 inh	UHRF1 MBD2 ctr	PG9 Ab binder	LEDGF integ inh
O=C(CSc1nc2ccccc2c(=O)n1-c1ccc(F)cc1F)c1c[nH]c2ccccc12
 : -0.7	-6.7	-28.9	-35.6	-7.5	1.1	2.0	5.4	-0.2	-2.9
O=C(O)CSc1nnc(-c2ccncc2)n1C1CCCCC1
 : -6.1	1.5	1.6	-1.0	10.5	0.1	-2.7	-0.8	-1.6	-0.5
Cc1cccnc1NC(=O)c1cccc(S(=O)(=O)N2CCCC2)c1
 : 2.2	8.3	6.1	-2.6	3.2	-1.6	3.4	-1.1	-0.1	3.0
CCc1ccc(-c2cn(C3CCCCC3)c(=S)[nH]2)cc1
 : -12.1	-12.5	-1.8	4.3	-14.6	29.1*	25.1	3.9	0.7	7.0
COc1ccc(-c2nnc(SCC(N)=O)n2N)cc1
 : 3.8	-4.8	-0.5	-5.1	0.9	2.4	3.3	-0.3	-0.8	2.6
CCn1cc(Cl)c(C(=O)NNC(=O)CCn2ccc([N+](=O)[O-])n2)n1
 : -2.9	3.5	2.8	9.8	4.3	-1.4	-5.1	-3.4	0.5	-0.8
CCN(CC)CCCn1c(=S)[nH]c2cc(C(=O)OC)ccc2c1=O
 : -2.5	4.6	2.8	-0.9	8.9	-2.2	-5.2	-3.9	0.8	-0.9
O=C(O)/C=C/C(=O)Nc1ccc(NC(=O)c2ccccc2)c(Cl)c1
 : 0.9	0.4	3.3	3.3	5.0	0.4	2.7	4.8	0.0	-0.8
COc1ccccc1C(=O)NC(=S)Nc1ccc(S(=O)(=O)N2CCN(C)CC2)cc1
 : 2.9	-13.4	-6.5	-20.9	-5.0	0.5	-12.6	5.2	1.0	-2.4
O=C([C@H]1O[C@@H](n2ccc(=O)[nH]c2=O)[C@H](O)[C@@H]1O)N1CCN(c2ccc(Cl)cn2)CC1
 : 4.0	1.9	nt	-1.0	-0.5	0.0	7.6	2.2	0.3	-0.7
